Assay outcomes (PubChem)
mcGAS MS inh = inhibitors of Mus musculus cyclic GMP-AMP synthase, initial high-throughput assay, cell-free, RapidFire MS; recombinant mouse cGAS, cGAMP by RapidFire MS; inhibition, % at 12.5 µM; Q8C6L5; hit rate 0.18% among 130,000; AID 1259397, 2018;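 active means inhibition of cGAS enzyme activity at or above 60%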;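 further: enzyme stimulated by 45 bp dsDNA with ATP and GTP substrates; cGAMP share of summed cGAMP plus half ATP and half GTP signals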
Target sequence (Q8C6L5 whole entry, looked up): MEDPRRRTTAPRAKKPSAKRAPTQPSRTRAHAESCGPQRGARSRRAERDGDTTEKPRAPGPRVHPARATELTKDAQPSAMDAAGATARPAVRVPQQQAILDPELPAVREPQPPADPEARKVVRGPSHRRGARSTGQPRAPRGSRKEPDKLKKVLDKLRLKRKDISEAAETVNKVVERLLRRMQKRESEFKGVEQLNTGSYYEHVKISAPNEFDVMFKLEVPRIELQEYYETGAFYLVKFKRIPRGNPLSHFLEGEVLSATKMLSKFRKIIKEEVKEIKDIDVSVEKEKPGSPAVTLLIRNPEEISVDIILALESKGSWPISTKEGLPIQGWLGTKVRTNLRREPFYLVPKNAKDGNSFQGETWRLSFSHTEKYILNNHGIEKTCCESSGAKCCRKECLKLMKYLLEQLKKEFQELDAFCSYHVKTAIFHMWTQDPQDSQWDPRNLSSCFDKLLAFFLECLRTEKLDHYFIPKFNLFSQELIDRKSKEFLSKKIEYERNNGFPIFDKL
Active calls of the source: *; & = joins results of further samples. Not all compounds are listed; the hit share may differ from the screen's.

SMILES	mcGAS MS inh
Cc1cc(C)n(C(C)CNS(=O)(=O)c2ccc(Cl)cc2)n1 (stereo unspecified)	-7
COc1ccc(-c2nccn2C2CCCC2)cc1Cn1cccn1	-14
COc1ccc(C(C)(C)O)c(OCc2ccccc2)c1	-9&-5
O=C(CCn1cnc2ccccc2c1=O)Nc1cccc(S(=O)(=O)N2CCCCC2)c1	6
Cc1ccc(C)c2[nH]c(=O)c(CCNC(=O)c3ccc(C(F)(F)F)cc3)cc12	-3
CC(C#N)(NC(=O)COC(=O)Cc1noc2ccccc12)C1CC1 (stereo unspecified)	-10
O=C(N1CC(c2nc3ccccc3[nH]2)C1)C12CC3CC(CC(C3)C1)C2	-2
Cc1nc(CCNC2CCC3(CCNCC3)CC2)nc2c1CCCC2	-4
CNS(=O)(=O)c1cccc(S(=O)(=O)c2cccc(S(=O)(=O)NC)c2)c1	-3
CCCCCn1c(C)cn2c3c(=O)n(C)c(=O)n(C)c3nc12	-11
O=C(O)c1cc(-c2ccco2)nn1-c1cccc([N+](=O)[O-])c1	0
CCCOC1CCCN(C(=O)c2cc(OC)ccc2OC2CCN(C(=O)C3CC3)CC2)C1 (stereo unspecified)	3
COCC(C)(NC(=O)c1cncc(C)c1)c1ccccc1 (stereo unspecified)	-11
Cc1ccc(C(CNC(=O)N2CC3CCC2C3)N2CCCC2)o1 (stereo unspecified)	-17
O=C1CCCN1c1cccc(OS(=O)(=O)c2ccc(F)cc2Cl)c1	-19

4 entries from above, ordered by the value under mcGAS MS inh, descending.
SMILES	mcGAS MS inh
Cc1nc(CCNC2CCC3(CCNCC3)CC2)nc2c1CCCC2	-4
CC(C#N)(NC(=O)COC(=O)Cc1noc2ccccc12)C1CC1 (stereo unspecified)	-10
CCCCCn1c(C)cn2c3c(=O)n(C)c(=O)n(C)c3nc12	-11
O=C1CCCN1c1cccc(OS(=O)(=O)c2ccc(F)cc2Cl)c1	-19

Later entries.
SMILES	mcGAS MS inh
Cc1nn(S(=O)(=O)c2ccc(C(C)C)cc2)c(C)c1S(=O)(=O)N1CCCCCC1	-6
CO[C@H]1C=CO[C@@]2(C)Oc3c(C)c(O)c4c(O)c(c5c(c4c3C2=O)NC2(CCN(CC(C)C)CC2)N=5)=NC(=O)C(C)=CC=C[C@H](C)[C@H](O)[C@@H](C)[C@@H](O)[C@@H](C)[C@H](OC(C)=O)[C@@H]1C	0
O=C(N1CCCCC1C1OCCO1)C12CC3CC(CC(C3)C1)C2 (stereo unspecified)	-1
CC1CN(S(=O)(=O)CCNC(=O)Nc2ccc(-c3nncn3C)cc2)CC(C)O1 (stereo unspecified)	-3
Cc1ccc(-c2nc(C)c(C(=O)NCCCC(=O)O)s2)o1	-8
CCOC(C#CCN(CC)CC)(c1ccccc1)c1ccccc1	-1
Cc1ccc(-c2ccnc(NC3CCCN(C(=O)c4ccco4)C3)n2)c(C)n1 (stereo unspecified)	-4
CN(Cc1nc2ccc(F)cc2[nH]1)C(=O)c1onc2ccccc12	-15
CCn1nnc2c(=O)n(CC(=O)Nc3ccccc3)cnc21	2
C#CC(CC)(CC)NC(=O)Cc1cccc(C)c1	-2
CCOC(=O)C1(C)CCCN1C(=O)c1cc(F)ccc1C (stereo unspecified)	-6
c1ccc(-c2cnnc(N3CCN(c4cnccn4)CC3)n2)cc1	-5&-2
CCOCCn1c(=NC(=O)c2ccc(S(C)(=O)=O)cc2)sc2cc(OC)ccc21	-7
C(=NNc1ccc2ccccc2n1)C1=C(N2CCOCC2)C(=Cc2ccccc2)CC1	-4
COCCC(=O)N1CCCC(CCc2ccccc2C(F)(F)F)C1 (stereo unspecified)	-3
CC(NC(=O)N1CCN(S(=O)(=O)c2ccccc2F)CC1)c1ccc2c(c1)OCCO2 (stereo unspecified)	6
CN(C(=O)c1ccccc1-c1ncc[nH]1)C1Cc2ccccc2C1	-26
CC(C)(C)C1CCc2c(sc(NC(=O)CSc3nnnn3C3CC3)c2C#N)C1 (stereo unspecified)	-13
COc1c(Cl)cc(C(=O)NCCn2cccc2)cc1Cl	-3
O=C1OCCN1CCNCc1ccccc1OCC(O)CN1CCc2ccccc2C1 (stereo unspecified)	-2
CCCOc1cccc(C2CC(=O)Nc3c2c(C)nn3-c2ccc(Cl)nn2)c1 (stereo unspecified)	0
CC1CN(C(=O)OC(C)(C)C)CC(C)N1C(=O)c1ccc[nH]1 (stereo unspecified)	-2
Cc1ccc(-c2nc3sccn3c2CN2CCN3C(=O)CNC(=O)C3C2)cc1 (stereo unspecified)	-4
N#CC1C(=N)Oc2nc[nH]c(=O)c2C1c1ccncc1 (stereo unspecified)	2
CC1CCN(C(=O)N2CCN(S(=O)(=O)N3CCCCC3)CC2)CC1	-10
COc1ccc(N2C(=O)CN(CCC3=CCCCC3)C3CS(=O)(=O)CC32)cc1 (stereo unspecified)	-4
CC(CNC(=O)Cn1nnnc1CN1CCCCCC1)Oc1cccnc1 (stereo unspecified)	2
COc1ccc(-c2c(NC(=O)c3ccc(C)cc3)oc3ccccc3c2=O)cc1OC	3
CC1(C)CC(CCNC(=O)C2=NNC(=O)CC2)(c2ccccc2)CCO1 (stereo unspecified)	-32
C=CCn1c(SCC(=O)NC(=O)NC)nc2sc3c(c2c1=O)CCC(C)C3 (stereo unspecified)	-4

By substructure, the compounds so far with a tert-butyl group.
SMILES	mcGAS MS inh
CC(C)(C)C1CCc2c(sc(NC(=O)CSc3nnnn3C3CC3)c2C#N)C1 (stereo unspecified)	-13
CC1CN(C(=O)OC(C)(C)C)CC(C)N1C(=O)c1ccc[nH]1 (stereo unspecified)	-2

(continued)
SMILES	mcGAS MS inh
CC(Oc1cccc(C#N)c1)C(=O)N1CCC(Oc2ccccc2Cl)C1 (stereo unspecified)	-2
CCOc1ccc(C(NS(=O)(=O)c2ccc(OC)c(OC)c2)C(C)C)cc1OCC (stereo unspecified)	-2
CC(C)CN1C(=O)CC(=O)NC1SC(C(=O)N(C)C)c1ccccc1 (stereo unspecified)	0
Cc1cn2cc(CNC(=O)c3cc(COc4ccc5c(c4)CCCC5)on3)nc2s1	-7
Brc1ccc(-c2nc(-c3cccnc3)no2)o1	18
CN(C(=O)C1CC(=O)N(c2cccc(Br)c2)C1)C1CCS(=O)(=O)C1 (stereo unspecified)	-2
O=C1CCC2c3[nH]c4ccccc4c3C(c3ccccc3)CN12 (stereo unspecified)	-3
COc1ccc(Cl)cc1Cn1c(C)c(C(=O)N(C)Cc2ccc(F)cc2)sc1=O	-4
CS(=O)(=O)c1ccc(Nc2nc(CC(=O)NCCc3ccccc3)cs2)cc1	-7
Fc1ccc(CNc2ncnc3c2cnn3-c2ccc(F)cc2)cc1	-24
Cc1cc(C)c(S(=O)(=O)N2CCCC2C(=O)NC2CC2)c(C)c1 (stereo unspecified)	-7
c1cncc(COC2CCCN(Cc3ccncc3)C2)c1 (stereo unspecified)	-23
CC(C)c1nc2c(n1C)CCN(C1CCOC1=O)C2 (stereo unspecified)	3
OC(CNC1CCC2(CCNCC2)CC1)c1ccccc1Cl (stereo unspecified)	-35
CCOC(=O)N1CCC(N2CCOC(CCc3ccccc3)C2)CC1 (stereo unspecified)	-2

Continued, overlapping the part above by 2 compounds.
SMILES	mcGAS MS inh
OC(CNC1CCC2(CCNCC2)CC1)c1ccccc1Cl (stereo unspecified)	-35
CCOC(=O)N1CCC(N2CCOC(CCc3ccccc3)C2)CC1 (stereo unspecified)	-2
S=c1n(CN(Cc2ccncc2)C2CC2)cc2ccccn12	5
Cc1ccc(S(=O)(=O)NCC(=O)OCC(=O)N2CCCc3ccccc32)cc1C	2
COc1ccc(CN(C)c2nccc(-c3ccc(C)nc3C)n2)cc1O	-10
CCNC(=O)[C@@H]1C[C@H](N)CN1C1CCN(c2ccccc2OC)CC1	-18
Cc1cnccc1NCCNC(=O)c1cccc(CC2CCNCC2)c1	-4
Cc1cc(N2CCC3(CCCO3)CC2)c2ccccc2n1	-23
NC(=O)CN(c1ccccc1)S(=O)(=O)c1ccccc1F	5
Cc1ncc(CN2CCC(Cc3n[nH]c(=O)n3-c3ccccc3)CC2)cn1	-16
O=C(NC1CC1)C1CSC(c2cccs2)=N1 (stereo unspecified)	-6
Brc1cc2c(cc1CSc1nnnn1-c1ccccc1)OCCO2	-9
O=C(O)c1coc2c(F)c(F)c(F)cc2c1=O	53
CN1CCN(C(C)(C)C(=O)Nc2ccc(F)c(Cl)c2)CC1	-16
O=C(Cc1cccs1)Nc1cccn(Cc2ccccc2)c1=O	-13
Cc1ccc(Nc2nc(N3CCOCC3)nc3[nH]ncc23)cc1	-4
CCOC(=O)NC(=O)CN(CC)C(=S)NC1CCCCC1	-4

Next part, overlapping the part above by 3 compounds.
SMILES	mcGAS MS inh
O=C(Cc1cccs1)Nc1cccn(Cc2ccccc2)c1=O	-13
Cc1ccc(Nc2nc(N3CCOCC3)nc3[nH]ncc23)cc1	-4
CCOC(=O)NC(=O)CN(CC)C(=S)NC1CCCCC1	-4
S=C1NCCNC(=S)NCCOCCOCCN1	2
Cc1onc(-c2ccccc2Cl)c1C(=O)Nc1ccc(F)c([N+](=O)[O-])c1	0
CCC(C)=C(C(=O)OC)C(=O)OC	-1
O=C(Cn1c(-c2ccccc2)noc1=O)NC(=O)NCc1cccs1	-16
COc1ccc(Cc2nncn2-c2ccc(F)cc2F)cc1	-13
Cc1ccc2c(c1)N(C)C(=O)c1cc(NS(=O)(=O)Cc3ccccc3)ccc1O2	0
COC(=O)c1cc2c(cc1Cl)SC(Nc1ccccc1)=NS2(=O)=O	3
O=C1NC(=O)c2ccc([N+](=O)[O-])c3cccc1c23	2
O=C1NCCCCC1SCc1cccc(C(=O)N2CCCCC2)c1 (stereo unspecified)	-12
CNC(=O)c1ccc(/C=C/C(=O)OC2C3CCCC2CN(Cc2ccccc2)C3)cc1 (stereo unspecified)	5
O=C(NCc1nnc2ccccn12)c1ccccc1F	0
O=C(c1cn2cc(Cl)ccc2n1)N1C[C@H]2C[C@H](O)[C@@H](O)C[C@H]2C1	-5
CN(C)C(=O)c1cccc(NC(=O)C2(NC(=O)OCc3ccccc3)CCCC2)c1	3
O=C(NCc1ccccc1F)c1cn(-c2cc(N3CCOCC3)ncn2)cn1	-4
O=c1c2cccnc2ncn1CC(O)c1ccccc1 (stereo unspecified)	-4
CCC(=O)N=c1sc2ccccc2n1-c1ccccc1	-8
COc1ccccc1CNc1nc(NCCN2CCNC2=O)c2sccc2n1	4
CS(=O)(=O)N1CCC(C(=O)N(Cc2cccnc2)c2nc3ccccc3s2)CC1	7
CC1CCC2(CC1)N=C(c1ccccc1)C(=S)N2 (stereo unspecified)	-9
O=C(COc1ccc(Cl)cc1)Nc1ccc2c(c1)CN(S(=O)(=O)c1cccs1)CC2	-8
O=C(OCC(=O)N1CCc2ccccc2C1)C1CCCN1C(=O)c1cccs1 (stereo unspecified)	3
CCc1cccc(NC(=O)C2Cc3ccccc3C(=O)O2)c1 (stereo unspecified)	-1
c1ccc(CNc2cc(-c3ccc4c(c3)CNCC4)c3cc[nH]c3n2)nc1	17
O=S1(=O)CCC(n2nnnc2-c2ccc(Cl)cc2)C1 (stereo unspecified)	0
O=C(O)c1cc2c(O)cccc2[nH]1	-8
CCCC(NC(=O)c1ccc(COC)o1)c1ccccc1 (stereo unspecified)	-4
Cc1ccc(S(=O)(=O)NC(C(=O)NC2CC2)C(C)C)cc1 (stereo unspecified)	-11
Cc1ccc(S(=O)(=O)NN2CCOCC2)s1	-1
CCc1cc2c(=O)[nH]c(C3CSCCS3)nc2s1 (stereo unspecified)	-10
COC(=O)CC(C)C(=O)NC(C)C(C)(C)C (stereo unspecified)	-9
CC(=O)Oc1ccccc1Cn1c(C)c(C(=O)NCCC#N)sc1=O	-5
Cn1c(=NC(=O)c2ccc(Br)s2)sc2cc(S(C)(=O)=O)ccc21	-5
N#CCSC1=Nc2ccccc2C2=NC(Cc3c[nH]c4ccccc34)C(=O)N12 (stereo unspecified)	-6
Clc1ccc(OCCSc2nc3ccccc3[nH]2)cc1	0
CC(C(=O)NCc1ccccc1)S(=O)Cc1ccccc1Cl (stereo unspecified)	-9
O=C(CN1N=NC2C(=O)N(c3ccc(Br)cc3)C(=O)C21)Nc1ccc(F)cc1F (stereo unspecified)	1
CC1(C(=O)NCc2ccccn2)CCN1Cc1ccccc1Cl (stereo unspecified)	-4
Nc1nnnn1/N=C\c1ccccc1OCc1ccc(Cl)c(Cl)c1	-5
Cc1ccc(Nc2nc(N3CCN(c4ccc(F)cc4)CC3)nc3nccnc23)c(C)c1	-12
COc1ccc(S(=O)(=O)N(C(C)=O)c2ccc3oc(C)c(C(C)=O)c3c2)cc1	-4
CCNC(=S)NN=CC1=CCC2CC1C2(C)C (stereo unspecified)	-9
CC(C)(C)n1ncc2c(=O)n(NC(=O)c3cc(C(F)(F)F)cc(C(F)(F)F)c3)cnc21	-7
CC(=O)Cn1c(=O)c2c(nc3n(Cc4ccco4)c(C)c(C)n23)n(C)c1=O	-5
O=C(CCn1cc(Cl)cn1)N1CCc2c(ncnc2N2CCOCC2)C1	-4
O=C(NCCC12CC3CC(CC(C3)C1)C2)c1ncc(Cl)c(Cl)c1Cl	-3
Cc1ccc([N+](=O)[O-])cc1N=P(c1ccncc1)(N1CCCC1)C(C)(C)C (stereo unspecified)	-4
CC1c2ccsc2CCN1CC(=O)Nc1ccc(F)c(F)c1 (stereo unspecified)	-11
Cc1cc(CNC(=O)Nc2ccccn2)ccc1N(C)C	-1
